Compound activity as filed in PubChem.
TDP1 inh = qHTS Assay for Inhibitors of Tyrosyl-DNA Phosphodiesterase (TDP1). 0.28% of 350,000 active. Tyrosyl-DNA phosphodiesterase 1 (Homo sapiens), Q9NUW8. Potency, µM (top dose mostly 130 µM), inactives show at the top dose activity change, negative = inhibition, hits mostly inhibitors. recombinant TDP1, AlphaScreen DNA substrate cleavage. AID 485290, 2010; further: nearly all actives have a fitted effect of over 40% in size
Target sequence (Q9NUW8 whole entry, looked up): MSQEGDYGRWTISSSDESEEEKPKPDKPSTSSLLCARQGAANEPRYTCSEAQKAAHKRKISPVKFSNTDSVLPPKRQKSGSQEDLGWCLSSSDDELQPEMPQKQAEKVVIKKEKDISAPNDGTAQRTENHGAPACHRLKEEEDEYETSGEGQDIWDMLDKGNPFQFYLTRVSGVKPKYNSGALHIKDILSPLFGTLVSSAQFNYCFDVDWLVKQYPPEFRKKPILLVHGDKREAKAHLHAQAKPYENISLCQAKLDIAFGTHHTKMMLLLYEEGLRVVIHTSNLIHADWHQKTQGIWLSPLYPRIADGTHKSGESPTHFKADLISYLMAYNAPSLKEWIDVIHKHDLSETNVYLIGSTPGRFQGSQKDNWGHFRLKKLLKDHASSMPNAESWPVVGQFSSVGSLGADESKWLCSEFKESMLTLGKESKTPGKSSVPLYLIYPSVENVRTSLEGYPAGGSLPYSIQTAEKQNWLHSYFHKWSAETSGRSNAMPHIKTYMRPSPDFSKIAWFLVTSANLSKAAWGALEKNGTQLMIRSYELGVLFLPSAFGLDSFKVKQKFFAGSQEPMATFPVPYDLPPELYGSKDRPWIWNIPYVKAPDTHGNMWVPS
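AlphaScreen read-out: signal falls as enzyme removes the 3' tyrosine-FITC from a 5'-biotinylated DNA oligo (15 nM, 5 min, RT). Enzyme was E. coli-made recombinant Tdp1 at 1 nM, exposed to compound for 15 min beforehand; beads 10 ug/ml, 10 min.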
TDP1 cell noCPT = qHTS for Inhibitors of human tyrosyl-DNA phosphodiesterase 1 (TDP1): qHTS in cells in absence of CPT. DT40 Tdp1-/- hTDP1 cells, no CPT, ATP luminescence, 48 h. Potency, µM (highest dose often 46.2 µM), for the others: at the highest dose activity change, negative = growth inhibition, actives largely listed as inhibitors. 15% of 420,000 active; further: nearly all actives have a fitted effect of over 55% in size
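Readout: luminescence from CellTiter-Glo after 30 min in the dark at RT. Cells: DT40 Tdp1-/- with stable hTDP1, 400/well. Exposure: compounds alone, ≥48 hr, 37 °C.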
N370S GC = qHTS Assay for Inhibitors and Activators of N370S glucocerebrosidase as a Potential Chaperone Treatment of Gaucher Disease. Lysosomal acid glucosylceramidase (Homo sapiens), P04062. N370S GC spleen homogenate, 4MU-glucoside fluorescence. Potency, µM (titrated, usually from 59.4 µM), inactives show at the top dose activity change, negative = inhibition, actives largely listed as inhibitors. 0.092% of 330,000 active;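 further: 0% = full enzyme activity and -100% = no enzyme basal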
Numbers without * were called inactive; u = inconclusive; x = not tested or not shown; & = joins results of further samples; [ ] = another dose, or the depositor's remark. The call rests on the fitted dose curve; in most records, active means well fitted curve in the direction sought with a large enough effect; inconclusive means small, poorly fitted or top-dose-only effect, or another doubt; inactive means no such curve, though single readings can be large; an effect the other way counts as inactive or inconclusive. Unless noted, on the % scale 0 is the no-effect control and ±100 the full control effect; potency means the concentration at half of the fitted maximal effect.

| molecule | TDP1 inh | TDP1 cell noCPT | N370S GC |
| --- | --- | --- | --- |
| Cc1cc(NC(=O)c2ccc([N+](=O)[O-])cc2)n(CCC#N)n1 | 1% | 6% | -9% |
| CCN(CC(=O)NC(C)(C)C)C(=O)c1ccc2c(c1)S(=O)(=O)c1ccccc1C2=O | 3% | -7% | -9% |
| CC(C)[C@@H](CO)NC(=O)c1ccc2c3n(nc2c1)-c1ccccc1CO3 | 5% | u | 5% |
| Cn1c(=O)n(C)c2cc(N3CCOCC3)c(NC(=O)c3ccccc3Br)cc21 | 5% | -38% | x |
| Cc1ccc(S(=O)(=O)N2C[C@@H]3[C@H]4CC[C@H](C4)[C@@H]3[C@@H](C)[C@H]2c2ccco2)cc1 | 3%[56.1 µM] | 15µM* | x |
| Cc1ccc(N2C(=O)c3ccc(C(=O)NCCN4CCOCC4)cc3C2=O)cc1 | 1% | -4% | u |
| COc1ccc(S(=O)(=O)N2CCOC23CCN(C(=O)c2ccccc2OC)CC3)cc1 | x | -26% | 3% |
| COc1cc([C@H](Cc2ccccc2)NC(C)=O)oc(=O)c1 | x | u | 9% |
| CC(C)(C)OC(=O)NCCCC[C@H](NC(=O)c1nc[nH]c1C(=O)N[C@@H](CCCCNC(=O)OC(C)(C)C)C(=O)OC(C)(C)C)C(=O)OC(C)(C)C | 7% | 23µM* | 15% |
| COc1ccc(/C=N/NC(=O)c2sccc2OCc2ccc(F)cc2)cc1OC | 3% | 23µM* | 5%[12.8 µM] |
| N#CC1=C(N)Oc2c(oc(CO)cc2=O)C1c1ccccc1[N+](=O)[O-] (stereo not given) | 0% | -12% | -5% |
| COc1ccc(C(CNC(=O)COc2ccc(Cl)c(C)c2)N2CCOCC2)cc1 (stereo not given) | -3% | u | x |

The closing three compounds of the part before come first, to join the parts.
| molecule | TDP1 inh | TDP1 cell noCPT | N370S GC |
| --- | --- | --- | --- |
| COc1ccc(/C=N/NC(=O)c2sccc2OCc2ccc(F)cc2)cc1OC | 3% | 23µM* | 5%[12.8 µM] |
| N#CC1=C(N)Oc2c(oc(CO)cc2=O)C1c1ccccc1[N+](=O)[O-] (stereo not given) | 0% | -12% | -5% |
| COc1ccc(C(CNC(=O)COc2ccc(Cl)c(C)c2)N2CCOCC2)cc1 (stereo not given) | -3% | u | x |
| Cc1cc(Br)ccc1NC(=O)c1sc2ncn(Cc3ccccc3Cl)c(=O)c2c1C | -4% | u | x |
| CC(O)CNc1nc2c(c(=O)n(Cc3ccc(Br)cc3)c(=O)n2C)n1C (stereo not given) | x | u | -17% |
| C=C(C)Cn1c(CCCNC(=O)CC)nc2ccccc21 | -4% | u | 6% |
| O=C(CCNC(=O)c1ccc(Cl)cc1)NCc1cccc(C(F)(F)F)c1 | -4% | -26% | -23% |
| COc1cccc(OC)c1C(=O)Nc1ccc(Cc2ccncc2)cc1 | -3% | u | -2% |
| CC(C)NC(=O)c1cccc(Br)c1 | 5% | 3% | 6% |
| COc1ccc(OC)c(NC(=O)c2c(NC(=O)c3ccco3)sc3c2CCC3)c1 | -2% | x | 9% |
| Cc1cc(C)nc(NS(=O)(=O)c2ccc(NC(=O)CN3C(=O)S/C(=C\c4ccccc4)C3=O)cc2)n1 | 0% | -20% | 2% |
| CCC(Sc1nc2ccccc2c(=O)[nH]1)C(=O)Nc1ccc(C(C)=O)cc1 (stereo not given) | -8% | u | 2% |
| COc1ccc(-n2c(Cc3cccn3C)nnc2SCC(=O)Nc2cccc(OC)c2)cc1 | 8% | 5% | -2% |
| Cc1ccc(C(=O)Nc2nc3ccccc3s2)s1 | 0% | -20% | -9% |
| Cc1[nH]c2ccccc2c1/C=N/Nc1ccccc1[N+](=O)[O-] | 10% | u | 10% |
| O=C(Nc1ccc(F)cc1)c1cccc(N2C(=O)C3C4C=CC(C4)C3C2=O)c1 (stereo not given) | 4% | u | 1% |
| Cc1ccccc1-c1cn(-c2ccccc2)c(=S)[nH]1 | 14% | u | 0% |
| COc1cccc(NC(=O)Nc2cc(C)on2)c1 | x | 7% | 9% |
| O=C(CN1C(=O)C2CC=CCC2C1=O)NCc1cccs1 (stereo not given) | 0% | 0% | 8% |
| O=C(CN1C(=O)NC2(CCCC2)C1=O)NCc1ccco1 | -1% | 1% | x |
| COCCN(C(=O)c1csnn1)C(C(=O)NC1CCCCC1)c1cccs1 (stereo not given) | 4% | -22% | -7% |
| COc1cccc(N2CCN(CC(=O)NC(C)c3ccccc3)CC2)c1 (stereo not given) | 5% | 5% | -3% |
| Cc1ccc(C)c(Cn2c(=O)n(-c3ccc(CC(=O)NCc4ccco4)cc3)c(=O)c3sccc32)c1 | 0% | u | 5% |
| CCN(CC)S(=O)(=O)c1cccc(C(=O)Nc2sc3c(c2C#N)CCC(C)C3)c1 (stereo not given) | 3% | u | x |
| CCc1nn(CC(=O)N2CCN(c3cccc(OC)c3)CC2)c(=O)c2cc3occc3n12 | 5% | -14% | x |
| C=CCNc1oc(-c2ccc(OCC)cc2)nc1C#N | 6% | u | 11% |
| CCN(CC)c1nc2ccccc2n(Cc2cccc(OC)c2)c1=O | -6% | -16% | -3% |
| Cc1nn(-c2ccccc2)c2c1C(c1ccccc1)C(C#N)=C(N)O2 (stereo not given) | 3% | u | -2% |
| CCc1cc(=O)oc2cc(OCC(=O)NCCCn3ccnc3)c(Cl)cc12 | 1% | 5% | -5% |
| CC(=O)Nc1ccc(NS(=O)(=O)c2ccc(-c3csc(C)n3)s2)cc1 | -3% | u | -25% |
| CCc1ccc(NC(=O)Nc2ccc3c(c2)N(C)C(=O)CS3)cc1 | 4% | u | -9% |
| COC(=O)C1=CN(c2ccc(F)cc2)C=C(C(=O)OC)C1c1cccc(Br)c1 | -13% | u | u |
| COc1ccc(CCNC(=O)CCCn2nc(C)c3sc4ccccc4c3c2=O)c(OC)c1 | 3% | u | x |
| C=CCNC(=O)CCCOc1cc(C)ccc1C | 5% | -7% | -1% |
| CCCNC(=O)c1ccccc1NC(=O)c1ccccc1N(C)S(=O)(=O)c1ccc(C)cc1 | -5% | 18µM* | 4% |
| COc1ccc(-c2nn(-c3ccccc3)cc2CNC(C)Cn2cncn2)c(F)c1 (stereo not given) | 3% | 1% | 3% |
| CCOc1ccccc1N1CC(C(=O)N(CC)C2CCS(=O)(=O)C2)CC1=O (stereo not given) | -1% | 22% | x |
| COCC(C)NC(=O)/C=C/c1ccc(OC)cc1 (stereo not given) | 3% | 5% | -7% |
| CS/C(=C/[N+](=O)[O-])Nc1cccc2c1C(C)CC2(C)C (stereo not given) | 7% | -3% | 1% |
| N#C/C(=C(/O)CSc1nnc(Cc2cccs2)n1C1CCCCC1)c1nc2ccccc2[nH]1 | 1% | u | 4% |
| COc1ccc(/C=N\NC(=O)c2cc(O)c(O)c(O)c2)cc1COc1ccc(C(=O)OCC(C)C)cc1 | x | 21µM* | -11% |
| O=C(c1[nH]c2ccccc2c1Sc1ccc(Cl)cc1)N1CCCCC1 | 0% | u | x |
| COc1ccc(NCc2nnc(SCC(=O)c3ccc(C)cc3)o2)cc1 | 8% | u | -1% |
| COc1cc(/C=C/C(=O)O)cc(OC)c1OC | 7% | 3%&1% | -1%&6% |
| CCCCn1c(N)c(N(CCOC)C(=O)c2cc(-c3ccc(OC)c(OC)c3)nc3ccccc23)c(=O)[nH]c1=O | 0% | -2% | 1% |
| CC(C)CCN1CCN(Cc2cc3ccccc3[nH]2)CC1CCO (stereo not given) | x | -9% | -1% |
| O=S(=O)(Nc1ccc(-n2cnnn2)cc1)c1ccccc1F | 2% | -1% | x |
| O=C(NNc1nc2ccccc2o1)c1ccccc1 | x | -23% | -3% |
| COc1ccc(OCC(=O)Nc2ncc3c(n2)CC(C)(C)CC3=O)cc1 | 5% | -6% | -15% |
| COc1ccc(NC(=O)C(NS(=O)(=O)c2cccc3nsnc23)c2ccccc2)cc1 (stereo not given) | 2% | -7% | x |
| Cc1ccc2nc(SCC(=O)N3CCN(C(=O)c4ccco4)CC3)[nH]c2c1 | -3% | u | 3% |
| CCCc1cc(=O)[nH]c(SCc2cc(=O)oc3c(C)c(C)ccc23)n1 | 3% | -12% | -4% |
| O=C(Nc1cccc(-c2csc(Nc3ccc(Cl)cc3)n2)c1)c1ccccc1 | 4% | 16µM* | 13% |
| CC(=O)Nc1ccc(CN2CCN(CCC(C)C)C(CCO)C2)cc1 (stereo not given) | x | -13% | 10% |
| COc1ccccc1CNC(=O)C1CC(c2ccccc2[N+](=O)[O-])=NO1 (stereo not given) | 3% | -23% | 6% |
| O=C(COC(=O)CNS(=O)(=O)c1ccc(F)c(F)c1F)NCCc1ccccc1 | 0% | -1% | -20% |
| COC(=O)c1ccc(OC(=O)CCN2c3ccccc3Sc3ccccc32)cc1 | -3% | 1% | 0% |
| CC(=O)Nc1ccc(S(=O)(=O)NCC(=O)NCCc2ccc(S(N)(=O)=O)cc2)cc1 | 2% | -1% | -3% |
| NC(=NCc1ccco1)NC(=O)c1ccc(Cl)cc1 | 10% | -17% | 3% |
| CCCn1c(N)c(C(=O)COC(=O)c2cccc(S(=O)(=O)N3CCOCC3)c2)c(=O)[nH]c1=O | 0% | 3% | x |
| CN(C)C=NC(=O)/C(C#N)=C/c1ccccc1 | -3% | 9% | 2% |
| CCOc1ccc(S(=O)(=O)NN=C2CCN(C(C)=O)CC2)cc1 | 3% | -15% | 4% |
| Cc1cc(C(=O)N2CCCC(C(=O)c3cccc(C(F)(F)F)c3)C2)nc(C)n1 (stereo not given) | 1% | -22% | 4% |

Among those listed so far, two have a tert-butyl group.
| molecule | TDP1 inh | TDP1 cell noCPT | N370S GC |
| --- | --- | --- | --- |
| CCN(CC(=O)NC(C)(C)C)C(=O)c1ccc2c(c1)S(=O)(=O)c1ccccc1C2=O | 3% | -7% | -9% |
| CC(C)(C)OC(=O)NCCCC[C@H](NC(=O)c1nc[nH]c1C(=O)N[C@@H](CCCCNC(=O)OC(C)(C)C)C(=O)OC(C)(C)C)C(=O)OC(C)(C)C | 7% | 23µM* | 15% |

New compounds follow
| molecule | TDP1 inh | TDP1 cell noCPT | N370S GC |
| --- | --- | --- | --- |
| CCSc1nnc(NC(=O)COc2cccc3ccccc23)s1 | 3% | -1% | x |
| COc1cccc([C@@H]2Oc3ccc(Br)cc3C(=O)[C@H]2OC(=O)NCc2ccc3c(c2)OCO3)c1 | 10% | x | 7% |
| O=C(c1ccco1)N1CCN(C(=O)c2cnn3cccnc23)CC1 | 0% | -18% | 3% |
| COc1ccc(-c2cn3c(n2)sc2cc(C(=O)NCCCN4CCN(C)CC4)ccc23)cc1 | 1% | 1.3µM* | x |
| Cc1ccc(N2CC(C(=O)Nc3nnc(SCc4cccnc4)s3)CC2=O)cc1 (stereo not given) | 5% | -19% | -10% |
| CC1CC(C)CN(S(=O)(=O)c2cccc3nonc23)C1 (stereo not given) | 3% | u | -3% |
| CC1CCc2nn(CC(=O)NCCC3=CCCCC3)cc2C1 (stereo not given) | 3% | -4% | 5% |
| CCCCCCCCOc1ccc(C(=O)O)cc1 | 1%&-4% | -3% | 7% |
| Cc1cccc(NC(=S)NCCC(c2ccccc2)c2ccccc2)c1 | 6% | 16µM* | 24% |
| COc1ccc2oc(=O)c(C(=O)Nc3cccc(C)c3)cc2c1 | 5% | -14% | 10% |
| COc1ccc(Br)cc1S(=O)(=O)N1CCOCC1 | -3% | 1% | 1% |
| Cc1c(Cl)c([N+](=O)[O-])nn1Cc1ccc(C(=O)NN)o1 | 10% | -14% | 3% |
| O=C(Nc1nc(-c2ccco2)c(-c2ccco2)s1)c1ccc(F)cc1F | -6% | u | -1% |
| CCOC(=O)c1c(C)[nH]c(C(=O)CN2C(=O)NC3(CCCC3)C2=O)c1C | 1% | 2% | -6% |
| O=C(CCSc1ccccc1)NC(=O)COC(=O)c1ccc(OC(F)F)cc1 | 3% | 24% | 4% |
| O=C(COC(=O)c1ccc2c(c1)OCO2)NC1CCS(=O)(=O)C1 (stereo not given) | 4% | 3% | 2% |
| O=C(/C=C/c1cccc(Cl)c1)NCc1ccccc1 | 0% | -5% | 8% |
| CC(C)(C)NC(=O)c1cccc(NC(=O)c2ccc3c(c2)C(=O)N(C(C)(C)C)C3=O)c1 | x | 10µM* | -2% |
| COC1=C(C)C(O)=C(C(=O)/C=C/c2ccccc2)C(=O)C1(C)C | 6% | u | -6% |
| COc1cc(OC)cc(C(=O)NCC(=O)NCC(c2ccco2)N2CCCCC2)c1 (stereo not given) | 0% | -8% | x |
| CCOc1cc(NC(=S)Nc2cccc(OC)c2)c(OCC)cc1NC(=O)c1ccc(C)cc1 | 10% | 21µM* | 7% |
| C=C1CCC[C@]2(C)C[C@H]3OC(=O)C(CN4CCOCC4)[C@H]3C[C@@H]12 (stereo not given in full) | x | u | -9% |
| CC(=O)Nc1ccc(S(=O)(=O)NC2(C(F)(F)F)NC(=O)N(c3ccc(Cl)cc3)C2=O)cc1 (stereo not given) | 7%&1% | -15%&5% | -7% |

Some of the compounds tested, so the mix of outcomes need not match the whole.
